Screens (PubChem)
KCNQ2 inh: KCNQ2 potassium channel inhibitors, primary screen, cell-based, CHO-K1, FluxOR thallium flux, B-score (AID 2156); Potassium voltage-gated channel subfamily KQT member 2 (Rattus norvegicus), O88943; 20 min; stronger effect = lower value; B-score at 10 µM; hit rate 1.1% among 310,000;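 active = fluorescence ratio B-score at most minus 3 library SDs, with starting brightness B-score within 2 library SDs, cut at about -5.5 in these data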
Kir21 inh: inhibitors of mouse Kir2.1 inward-rectifier potassium channel; Inward rectifier potassium channel 2 (Mus musculus), P35561; HEK293-Kir2.1, FluxOR thallium flux fluorescence; stronger effect = lower value; B-score at 10 µM; hit rate 0.85% among 310,000;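 active = fluorescence ratio B-score at or below minus 3 SD of library scores, with starting-brightness B-score within 2 SD, cut at about -4.2 in these data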;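 note: channel flux triggered by added potassium and thallium sulfate stimulus; B-score of peak minus minimum fluorescence over baseline after thallium stimulus; more negative B-score means stronger Kir2.1 block with less thallium influx; some compounds called inactive have numbers as strong as hits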
Target sequence (P35561 whole entry, looked up): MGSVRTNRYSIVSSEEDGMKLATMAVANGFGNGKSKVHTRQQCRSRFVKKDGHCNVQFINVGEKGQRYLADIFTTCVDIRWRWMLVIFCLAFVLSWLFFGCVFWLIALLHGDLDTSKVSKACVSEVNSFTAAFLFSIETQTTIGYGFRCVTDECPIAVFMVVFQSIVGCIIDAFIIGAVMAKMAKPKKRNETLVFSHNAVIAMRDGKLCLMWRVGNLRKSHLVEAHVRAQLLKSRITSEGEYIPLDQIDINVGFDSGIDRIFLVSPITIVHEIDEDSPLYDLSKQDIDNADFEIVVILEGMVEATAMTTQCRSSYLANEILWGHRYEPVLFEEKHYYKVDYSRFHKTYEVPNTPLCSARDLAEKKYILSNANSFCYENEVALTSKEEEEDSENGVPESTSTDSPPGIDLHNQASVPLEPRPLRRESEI
Active calls of the source: *; i = inactive.

SMILES	KCNQ2 inh	Kir21 inh
COc1cc(OC)cc(-c2cn[nH]c2N)c1	i	0.28
CCN(CC)CCCn1c(=S)[nH]c2ncccc2c1=O	i	-2.29
Cc1ccccc1OCc1nc2ccccc2c(=O)n1NC(=O)c1ccco1	i	0.37
CC(=O)c1cc(C)ccc1OC(=O)c1ccncc1	i	-0.2
COc1ccc(N(CC(=O)NC2CCCCC2)C(=O)c2snc(C(N)=O)c2N)cc1	i	0.34
CCn1c(=O)c2sccc2n2c(CCCC(=O)NCCc3ccc(S(N)(=O)=O)cc3)nnc12	i	-1.96
CC(C)N(Cc1ccccc1)C(=O)COC(=O)c1ccccc1SCC(=O)N1CCCC1	i	-1.32
COc1ccc(S(=O)(=O)N(C)CC(=O)NC2CC2)cc1OC	i	0.51
CCOc1ccc(NC(=O)Cn2nnc(C(=O)NCc3cccs3)c2N)cc1	i	-1.14
CCN(CC)CCCNC(=O)c1cc(-c2ccc3c(c2)OCO3)on1	i	0.38
O=C(O)[C@@H]1CCCC[C@@H]1C(=O)N1CCc2ccccc2C1CN1C(=O)c2ccccc2C1=O (stereo partly specified)	i	-0.35
COc1ccccc1-c1c(C)c(C)nc(N)c1C#N	i	-0.42
COc1ccc(-c2cc(C(F)(F)F)n3nc(C(=O)NCCCN4CCOCC4)cc3n2)cc1	i	-0.01
CSCCC(NS(=O)(=O)c1ccccc1F)C(=O)NCc1cccnc1 (stereo unspecified)	i	-1.52
COc1ccc(CN(CCNC(=O)CCCCC(=O)NCCN(Cc2ccc(OC)cc2)C(C)C)C(C)C)cc1	i	0.54
O=C(OCC(=O)N1CCOCC1)c1ccc(F)cc1Cl	i	-0.07
CCOC(=O)CSc1nnc(CNC(=O)c2cccs2)n1-c1ccccc1	i	1.18
COc1ccc(C(C(=O)NC(C)(C)C)N(C(=O)CNC(=O)c2cccs2)c2cccnc2)cc1OC (stereo unspecified)	i	0.01
Cc1ccc(CNC(=O)c2ccc(N(C)C)cc2)cc1	i	0.45
CC(=O)Nc1csc2ccccc12	i	0.05
CC(=O)CCSc1nnc(-c2cccc(S(=O)(=O)N3CCOCC3)c2)o1	i	1.72
CN1CCN(CC2(O)CCN(S(=O)(=O)c3ccc(Cl)cc3)CC2)CC1	i	1.86
Fc1ccccc1-c1nc(-c2ccncc2)no1	i	0.22
COc1cc(/C=N/Nc2ncc(C(F)(F)F)cc2Cl)cc(OC)c1O	i	-1.49
CCOC(=O)C1(C)C=C(Nc2ccc(OC)cc2)C(=O)N1c1ccc(OC)cc1 (stereo unspecified)	i	-2.6
Following part:
SMILES	KCNQ2 inh	Kir21 inh
O=C(NCN1C(=O)C2C3C=CC(C3)C2C1=O)Nc1ccccc1O (stereo unspecified)	i	0.64
Nn1c(SCC(=O)NC2CCCc3ccccc32)nnc1-c1cccs1 (stereo unspecified)	i	0.04
CCN1CCN(c2nc(-c3cccnc3)nc3ccccc23)CC1	i	0.05
COc1ccc(-n2c(NC(=O)c3ccc(Br)o3)c(C#N)c3nc4ccccc4nc32)cc1	i	0.85
O=C(CC1Oc2ccccc2NC1=O)NCCc1ccccc1 (stereo unspecified)	i	2.04
COc1cccc(CNc2cccc(C(F)(F)F)c2)c1O	i	1.61
CC(C)=NOc1cc(NC(=O)CCl)cc([N+](=O)[O-])c1	i	-0.8
Cc1nc(SC(C(N)=O)c2ccccc2)c(C#N)c(C)c1C (stereo unspecified)	i	0.18
O=C(c1ccc(NC2=NC3CS(=O)(=O)CC3S2)cc1)N1CCN(c2ccc([N+](=O)[O-])cc2)CC1 (stereo unspecified)	i	0.49
O=C(NN=C1CCN(Cc2ccccc2)CC1)c1cc2ccccc2cc1O	i	-0.52
C=CCn1c(SCC(=O)Nc2ccccc2-c2ccccc2)nc2cc(C(=O)O)ccc2c1=O	i	2.17
COc1ccc(Nc2nc3[nH]c(=O)cc(O)c3s2)cc1	i	-0.8
CCN(CC)S(=O)(=O)c1ccc2c(c1)nc(-c1ccccn1)n2C	i	1.09
Cc1cc(C)n2nc(SCC(=O)N(C)Cc3ccccc3)nc2n1	i	-0.32
Cc1ccnc(Sc2ncccc2[N+](=O)[O-])n1	i	0.4
CCc1ccc(OCCOC(=O)Nc2ccccc2)cc1	i	1.48
CCOC(=O)c1ccccc1NC(=O)c1cc2sccc2n1C	i	-0.58
O=C(NNc1nc(N2CCOCC2)nc(N2CCOCC2)n1)Nc1ccc(Cl)cc1	i	0.77
Cc1cc(C)nc(N/N=C/c2ccco2)n1	i	1.43
CC(C)(C)c1ccc(Oc2ccc(N)cn2)cc1	i	-0.2
COc1ccc(C(=O)NC(=S)N2CCN(C)CC2)cc1Br	i	1.97
CC(=O)c1cn(CC(=O)NCc2ccco2)c2ccccc12	i	1.09
COC(=O)C1=C(C)NC2=C(C(=O)CC(C)(C)C2)C1c1cn(Cc2ccc(Br)cc2)nc1-c1ccccc1 (stereo unspecified)	i	-1.7
CCOc1ccc(NC(=O)CC2C(=O)N(C)C(=S)N2Cc2ccco2)cc1 (stereo unspecified)	i	0.13
COc1cccc(OC)c1C(=O)N1CCN(S(=O)(=O)c2ccccc2)CC1	i	1.9
Following part
SMILES	KCNQ2 inh	Kir21 inh
Cc1cc(C)n(-c2cc(Cl)cc(Cl)c2)c(=O)c1C#N	i	-0.14
CCn1c2ccccc2c2cc(NC(=O)CSc3nnc(-c4cccc(OC)c4)n3N)ccc21	i	-1.06
Cc1ccccc1N=C1c2cc([N+](=O)[O-])ccc2-c2ncccc21	i	-0.44
Cn1ncc(Br)c1NC(=O)Nc1ccc(Cl)cc1	i	-0.32
CCOC(=O)C1=C(COC(=O)Cc2ccccc2)NC(=O)NC1C (stereo unspecified)	i	0.07
O=C(c1cnc(-c2ccccc2)s1)c1ccc(Cl)cc1Cl	i	-0.49
O=C(NNc1c2ccccc2nc2ccccc12)c1ccc(Cl)cc1	i	-0.01
O=S(=O)(NC1CCCCC1Sc1ncccn1)c1ccccc1 (stereo unspecified)	i	-1.31
CNC(=O)[C@@]1(Cc2ccccc2)C=C[C@@H](C)N1C(C)=O	i	0.09
C/C(=N\NC(=S)Nc1c(C)cccc1C)c1cc2ccccc2o1	i	-1.44
Cc1cc(OC(C)C(=O)N/N=C/CC(C)c2ccccc2)ccc1Cl (stereo unspecified)	i	1.58
CCc1nc(SCC(=O)NCc2ccco2)c2c3c(sc2n1)CCCC3	i	1.22
Cc1ccc(N2C(=O)C(Cl)=C(N3CCCCCC3)C2=O)cc1	i	-0.31
CCN(CC)CCCN(C(=O)c1ccccc1C)c1nc(-c2ccc(OC)cc2)cs1	i	-1.43
COc1ccc(Cl)cc1S(=O)(=O)n1nnc2ccccc21	i	0.13
CC(=O)Nc1ccc(NC=C(C#N)C#N)cc1	i	-0.63
Cc1ccccc1NC(=O)Cc1nc(CSc2nnc(C3CCCCC3)n2N)cs1	i	0.69
Clc1ccc(-c2nnc3n2CCCC3)cc1	i	0.28
COc1ccc(/C(=N\O)c2nccc3cc(OC)c(OC)cc23)cc1OC	i	1.36
CC(C)N(Cc1nc(-c2ccccc2)no1)C(=O)CN(C)S(=O)(=O)c1ccc(Br)cc1	i	-0.78
Cc1cccc(-c2nn(-c3ccccc3)cc2C(=O)NCC(c2cccs2)N2CCOCC2)c1 (stereo unspecified)	i	-0.7
Cc1c(C)c(C)c(C(=O)c2ccc(NC(=O)c3ccccc3C(=O)O)cc2)c(C)c1C	i	1.34
CC(NC(=O)CNC(=S)N(Cc1ccccc1)Cc1cccnc1)c1ccccc1 (stereo unspecified)	i	1.48
COC(C[C@@H]1O[C@H]1C(=O)COCc1ccccc1)OC	i	0.33
COc1ccc(NC(=S)Nc2ccccc2OC)c(OC)c1	i	1.58

Arranged by heavy-atom count (high to low): part of the list above.
SMILES	KCNQ2 inh	Kir21 inh
CCOC(=O)CSc1nnc(CNC(=O)c2cccs2)n1-c1ccccc1	i	1.18
CSCCC(NS(=O)(=O)c1ccccc1F)C(=O)NCc1cccnc1 (stereo unspecified)	i	-1.52
Cc1nc(SC(C(N)=O)c2ccccc2)c(C#N)c(C)c1C (stereo unspecified)	i	0.18
COc1ccc(C(=O)NC(=S)N2CCN(C)CC2)cc1Br	i	1.97
O=C(OCC(=O)N1CCOCC1)c1ccc(F)cc1Cl	i	-0.07
Fc1ccccc1-c1nc(-c2ccncc2)no1	i	0.22
Clc1ccc(-c2nnc3n2CCCC3)cc1	i	0.28

The listing continues:
SMILES	KCNQ2 inh	Kir21 inh
CC(C)N(Cc1nccn1C)C(=O)c1ccc2oc(Cc3ccccc3)nc2c1	i	-1.29
O=C(CCNC(=O)C1CCN(S(=O)(=O)c2ccccc2)CC1)Nc1cccc(C(F)(F)F)c1	i	-0.5
CCOc1ccccc1NC(=O)NNC(=O)c1ccc2ccccc2c1	i	-0.31
COc1ccc(C(=O)NCc2cc(C)nc3ccccc23)cc1	i	0.01
Cn1c(CCNC(=O)c2ccccc2)nc2ccccc21	i	0.25
COc1ccc(-c2nonc2NC(=O)c2ccco2)cc1OC	i	-0.77
CC(=O)C1=C(C)NC2=C(C(=O)CC(C)(C)C2)C1C (stereo unspecified)	i	-0.37
CNS(=O)(=O)c1cccc2cccnc12	i	1.12
O=C(O)c1cccc(NS(=O)(=O)c2cccc(C(=O)Nc3ccccc3[N+](=O)[O-])c2)c1	i	1.1
CCOc1ccc(S(=O)(=O)N(C)c2ccc(OCC(=O)Nc3nc(-c4cc(OC)ccc4OC)cs3)cc2)cc1	i	0.23
CC(=O)N1CCN(CCN=CC2=C(O)CC(c3ccco3)CC2=O)CC1 (stereo unspecified)	i	1.59
CC1(O)CC(c2ccc(Cl)cc2)=NN1C(=O)c1ccc([N+](=O)[O-])cc1 (stereo unspecified)	i	0.72
O=C(OCc1nc2ccsc2c(=O)[nH]1)c1ccc(Cl)nc1	i	0.04
O=C(O)c1ccccc1C(c1ccc(O)cc1)c1ccc(O)cc1	i	0.54
Cc1ccc(S(=O)(=O)N2CCN(C(=O)CCc3nc4ccccc4c(=O)[nH]3)CC2)c(C)c1	i	0.01
Cc1cc(C)nc(N2N=C(CSc3ccc(Cl)cc3)CC2=O)n1	i	0.98
COc1cccc(C(=O)N2CCN(C(=O)c3cccs3)CC2)c1OC	i	0.32
Cc1c(C(=O)NCc2ccc3c(c2)OCO3)oc2ccccc12	i	0.39
Cc1ccc2c(c1)N(C(=O)CCC(=O)NC1CCCCCC1)CC(C)O2 (stereo unspecified)	i	0.3
COc1ccc(NC(C)C(=O)N/N=C/c2c(O)ccc3ccccc23)cc1 (stereo unspecified)	i	-0.27
O=C(CSc1nnc(NC(=O)c2ccco2)s1)Nc1ccc(F)cc1F	i	0.34
CCOC(=O)c1cn2nc(Oc3ccc(C)cc3)ccc2n1	i	-0.23
CCOc1nc2c(c(=O)n(C)c(=O)n2C)n1Cc1ccccc1Cl	i	-0.08
CCCC(=O)Nc1ccc(N2CCN(C(=O)CCC)CC2)cc1	i	2.52
COc1ccc2c3c(cccc13)C(=O)CC2	i	-16.5

Reprinted from the part before: 5 entries, followed by the next part.
SMILES	KCNQ2 inh	Kir21 inh
O=C(CSc1nnc(NC(=O)c2ccco2)s1)Nc1ccc(F)cc1F	i	0.34
CCOC(=O)c1cn2nc(Oc3ccc(C)cc3)ccc2n1	i	-0.23
CCOc1nc2c(c(=O)n(C)c(=O)n2C)n1Cc1ccccc1Cl	i	-0.08
CCCC(=O)Nc1ccc(N2CCN(C(=O)CCC)CC2)cc1	i	2.52
COc1ccc2c3c(cccc13)C(=O)CC2	i	-16.5
CCOC(=O)CC1C(=O)NCCN1C(=O)Nc1ccc(Cl)cc1 (stereo unspecified)	i	-0.25
CCOc1ccc(OCCOc2ncnc3ccccc23)cc1	i	1.21
COc1cccc(/C=N/NC(=S)Nc2cccc(S(=O)(=O)N(C)C)c2)c1	i	-0.26
Cn1ccc(C(=O)Nc2cccnc2Cl)n1	i	0.03
COc1ccccc1N(Cc1ccccc1)S(=O)(=O)c1cccc(C(=O)Nc2ccc(C)cn2)c1	-7.14*	-0.91
CC(=O)NC(=S)Nc1ccc(NC(=O)c2cccnc2)cc1	i	1.3
COc1ccc(OC)c(/C=N/N(C)c2ccccc2)c1	i	0.57
CC(C)NC(=O)Cn1c(SCC(=O)NC2CCCC2)nc2ccccc21	i	0.48
O=C(CCc1ccccc1)Nc1sc2c(c1C(=O)O)CCCC2	i	2.46
Cc1ccc(OCc2cc(C(=O)N3CCCCCCC3)no2)cc1C	i	2.01
O=C(NCc1ccc(F)cc1)C1CCCN(S(=O)(=O)c2cccnc2)C1 (stereo unspecified)	i	-0.05
O=C(Cc1ccc(Cl)cc1)N/N=C1\CCCc2ccccc21	i	-2.36
Cc1c(C(=O)N(C)C)c2ccc(Cl)cc2n1O	i	-1.9
CC(=O)c1cccc(NC(=O)COc2cc3oc(=O)c(CC(C)O)c(C)c3cc2Cl)c1 (stereo unspecified)	i	0.02
CN1CCN(C(=O)c2ccc(-n3cccn3)nc2)CC1	i	1.95
Cc1ccc(S(=O)(=O)N2CCN(C(=O)c3nn(C(C)C)c(=O)c4ccccc34)CC2)cc1C	i	-1.48
CCOc1ccc2nnnn2n1	i	1.24
CC(=O)c1cc(C)ccc1OC(=O)c1cccc2nc(C)oc12	i	1.09
CCOC(=O)C(CC)n1cnc2c(nnn2-c2ccc(OC)cc2)c1=O (stereo unspecified)	i	-0.4
S=c1[nH]nc(-c2ccccc2)c2ccccc12	i	-2.79
NC(=O)C1(N2CCCCC2)CCN(C2CC(=O)N(Cc3cccs3)C2=O)CC1 (stereo unspecified)	i	-0.65
Cn1cccc1/C=N/NC(=O)Cc1ccccc1	i	-0.65
CCN(CC)Cc1c(O)c(Cl)cc2c3c(c(=O)oc12)CCCC3	i	0.68
